SRC1 TRFRET art: counter-screen for PPARgamma SRC-1 recruitment agonists: TR-FRET artefact | TR-FRET detection artefact counter-screen, emission ratio; hits give high values | TR-FRET ratio at 8 µM | 99,000 tested, 0.34% active; in the data active = TR-FRET ratio above about 2300; note: inactives centre near 1800; reference of the scale not given here
SRC3 TRFRET art: flags TR-FRET format artefacts in PPARgamma SRC-3 recruitment agonist screen; 99,000 tested, 0.39% active; TR-FRET artefact counter-screen, PPARgamma/SRC-3 format; hits give high values; AID 1048; TR-FRET ratio at 8 µM; in the data active = TR-FRET ratio above about 2000; note: inactives centre near 1600; reference of the scale not given here
Active calls of the source: *. Some of the compounds tested. The share of hits here may be higher or lower than overall.

Sequence of screens – SRC3 TRFRET art	SRC1 TRFRET art
1. C=CCN1C(=O)/C(=C/c2ccc(O)c(OC)c2)S/C1=N/c1nccs1
  1638	1688
2. Cc1occc1-c1nnc(SCC(=O)Nc2ccccc2)n1C
  1528	1827
3. CCC(C)Oc1ccc(/C=C/c2[nH]c(=O)[nH]c(=O)c2[N+](=O)[O-])cc1OC (centres undefined)
  1661	1860
4. CCN(CC)CCCNC(=O)/C(=C\c1cccn1C)NC(=O)c1cccs1
  1332	1468
5. O=C(COC(=O)c1ccncc1)Nc1ccccc1
  1324	1605
6. O=C(CSC(=S)N1CCCCC1)c1ccccc1
  1645	1671
7. CCNC(=O)C(=O)Nc1ccc([N+](=O)[O-])cc1
  1569	2006
8. COc1ccccc1N1C(=O)c2ccc(C(=O)Nc3nccs3)cc2C1=O
  1545	1913
9. CC(C)NCC(O)COc1ccc(Br)cc1 (centres undefined)
  1427	1758
10. Cn1cc(C(=O)NC2C3CC4CC(C3)CC2C4)cn1 (centres undefined)
  1572	1632
11. Cc1cc(C)n(CCNC(=O)c2cc(COc3ccc(F)cc3Cl)on2)n1
  1478	2056
12. COc1ccc(C(=O)NCc2ccccn2)cc1[N+](=O)[O-]
  1361	1543
13. Cc1cc(C)n2nc(-c3ccccc3)cc2n1
  1628	1736
14. Cc1cc(=O)c2n(Cc3ccccc3Cl)nc[n+]2[nH]1
  1605	1879
15. Cc1cccc(NC(=O)c2ccc(COc3ccc4ccccc4c3)o2)n1
  1540	1728
16. Cc1ccc2c(c1)cc(CN(C(=O)N1CCOCC1)C1CCCC1)c1nnnn12
  1525	1654
17. COc1ccc(C(=O)NC(=S)Nc2cc(C)ccn2)cc1[N+](=O)[O-]
  1663	1537
18. CC(=O)/C(=N\Nc1ccc(C)cc1)Sc1nncn1C
  1645	2169
19. COC(=O)C1=C(C)NC(=O)/C1=C\N(C)C
  1474	1847
20. Cc1cnc(NC(=O)c2cccc(S(=O)(=O)N3CC(C)OC(C)C3)c2)s1 (centres undefined)
  1423	1671
21. O=C(CSCC(=O)Nc1cccc([N+](=O)[O-])c1)Nc1ccccc1
  1554	1744
22. CC12CCC(=O)N1C(C(=O)OCC(=O)Nc1cccc(Br)c1)CS2 (centres undefined)
  1510	1770
23. c1ccc(C2C/C(=N\N3CCOCC3)c3ccccc3O2)cc1 (centres undefined)
  1240	1729
24. O=c1ccc(-c2ccc([N+](=O)[O-])cc2)nn1-c1ccccc1
  1525	1719
25. COC(=O)c1cc(NC(=O)/C=C/c2ccccc2)ccc1O
  1471	1664
26. Cn1c(/C=N/Nc2nc3ccccc3[nH]2)nc2ccccc21
  1765	2235
27. CCN1/C(=C2/SC(=S)NC2=O)Sc2ccccc21
  1580	1602
28. COC(=O)c1ccc(C2c3c(oc4cc(C)c(C)cc4c3=O)C(=O)N2CCCN(C)C)cc1 (centres undefined)
  1584	1948
29. COc1ccc(OC)c(CN(CCN2CCOCC2)C(=O)Nc2ccccc2)c1
  1451	1537
30. Cc1ccc(-c2cn3cc(C)ccc3n2)cc1
  1514	1963
31. CCNC(=O)CON=C1c2ccccc2-c2ccccc21
  1554	1768
32. CC(C)n1c(Oc2ccc(F)cc2)nc2c1c(=O)n(C)c(=O)n2C
  1485	1716
33. COc1ccc(OC)c(NC(=O)c2c(NC(=O)CCC(=O)O)sc3c2CCCCC3)c1
  1528	1738
34. O=C(CNC(=O)c1cccc(OC(F)F)c1)OCn1nnc2ccccc2c1=O
  1559	1799
35. COCCCNCC1C(Oc2ccc(Cl)cc2)C(=O)N1c1ccccc1C (centres undefined)
  1846	2003
36. O=C(NCCc1ccccc1)c1ccc2nccnc2c1
  1402	1635
37. Cc1cc(-c2n[nH]c(=S)n2/N=C/c2cccs2)n[nH]1
  1514	1619
38. COCCCn1c(=NC(=O)c2ccncc2)c(C#N)cc2c(=O)n3cccc(C)c3nc21
  1533	2063
39. CC(=O)c1cccc(NC2c3ccccc3C(=O)N2Cc2ccc3c(c2)OCO3)c1 (centres undefined)
  1714	1800
40. CCc1onc(C)c1C(=O)O
  1651	2030
41. CN(C)c1ncc(/C=C2/C(=O)NC(=S)N(C3CCCCC3)C2=O)cn1
  1545	1828
42. Clc1ccc(OCc2nnc3n2N=C(c2ccc4c(c2)OCCO4)CS3)c(Cl)c1
  1577	1863
43. CCC1C/C(=C\c2cccnc2)C(=O)/C(=C/c2cccnc2)C1 (centres undefined)
  1683	1893
44. COC(=O)c1cccc(NC(=S)Nc2cc(Cl)ccc2OC)c1
  1662	1671
45. Oc1ccc(/C=N/N=C/c2ccc(O)cc2)cc1
  1695	2001
46. CC(=O)NC(Cc1cc(C)ccc1C)C(=O)N1CCN(C(=O)c2ccc(Br)cc2)CC1 (centres undefined)
  1477	1695
47. COc1cccc(-c2csc(N3CCN(C(=S)Nc4cccc(C)c4)CC3)n2)c1
  2016	2186
48. COC(=O)Cc1ccc(NC(=S)NCCC(C)C)cc1
  1572	1672
49. CCC(C)C(Nc1ccc(C(=O)OC)cc1[N+](=O)[O-])C(=O)OC (centres undefined)
  1593	1872
50. CCN(CC)CCN(C)C(=O)c1ccc(OC2CCN(C(=O)C3CC3)CC2)cc1
  1607	1553
51. CC1(C)Oc2ccc3ccc(=O)oc3c2-c2cnoc21
  1786	1994
52. COC(=O)C1CSC(c2ccc(Cl)cc2)N1C(=O)c1ccccc1 (centres undefined)
  1485	1911
53. CCSC(C)CC1C/C(=N/O)c2c(CC)noc2C1 (centres undefined)
  1665	1804
54. CCOC(=O)C1(CCc2ccccc2)CCN(Cc2ccc(OC)cc2)CC1
  1342	1707
55. Cc1ccc(C(=O)Nc2ccc(Cl)cc2C(F)(F)F)c(Cl)c1
  1632	1810
56. COCCCNC(=S)NNC(=O)c1ccccc1Br
  1606	1833
57. NC(=O)C1=C[C@@H](c2ccc(Br)cc2)C[C@@H](OCc2ccc(CO)cc2)O1
  1578	1843
58. CC(C)(Oc1ccc(Cl)cc1)C(=O)NCc1ccc(S(N)(=O)=O)cc1
  1571	1864
59. CC(=O)c1sc(NC(=O)c2ccccc2C)nc1C
  1801	2084
60. O=C(CCc1nnc(Cc2cccc(C(F)(F)F)c2)o1)NCC(F)(F)F
  1438	1577

Reprinted from the part before: 2 entries; new compounds follow.
Sequence of screens – SRC3 TRFRET art	SRC1 TRFRET art
59. CC(=O)c1sc(NC(=O)c2ccccc2C)nc1C
  1801	2084
60. O=C(CCc1nnc(Cc2cccc(C(F)(F)F)c2)o1)NCC(F)(F)F
  1438	1577
61. CCO[C@H]1OC(C(N)=O)=C[C@@H](C)[C@@H]1CCCO
  1631	1736
62. OCCN(Cc1ccccc1)Cc1nc(CC2CC2)no1
  1806	1951
63. CCN(CC)Cc1cc(C(=O)O)c(C)o1
  1391	1778
64. Cc1ccc(OCCn2cc(C(=O)O)c3ccccc32)cc1
  1335	1786
65. CN(C)c1ccc(/C=C2\SC(=O)N(CC(O)Cn3c4ccccc4c4ccccc43)C2=O)cc1 (centres undefined)
  1517	1590
66. COc1ccc2[nH]c3c(=O)n(Cc4ccc(C(=O)N5CCCCCC5)cc4)c(=S)[nH]c3c2c1
  1622	1848
67. COc1cc(/C=C(\C#N)C(=O)Nc2cc(C(F)(F)F)ccc2Cl)ccc1OCC(=O)Nc1cccc(C(F)(F)F)c1
  1598	2090
68. COc1cccc(-n2cc(CNCc3cn(C)nc3-c3ccccc3F)cn2)c1
  1478	1573
69. CNC(=S)N(Cc1ccc(OC)cc1)Cc1cc2ccc(C)cc2[nH]c1=O
  1525	1653
70. O=C(O)c1ccc(N/N=C/c2ccc(F)c(F)c2)cc1
  1399	1683
71. Cc1ccc(NC(=O)C2Cc3ccccc3C(=O)O2)cc1 (centres undefined)
  1238	1751
72. CCOc1ncccc1C(=O)OCC(=O)Nc1ccc(S(=O)(=O)N2CCOCC2)cc1
  1473	1728
73. COCCNC(=O)CCCn1c(=O)c2cc(OC)c(OC)cc2n(CC(=O)c2ccccc2)c1=O
  1589	1765
74. Cc1nn(-c2ccccc2)c(C)c1NC(=O)COc1ccc(F)cc1Cl
  1544	1710
75. O=C(O)/C=C/C(=O)Nc1cccc(C(F)(F)F)c1
  1648	1988
76. O=C(COC(=O)c1cccs1)Nc1ccc(S(=O)(=O)N2CCOCC2)cc1
  1540	1905
77. CC(=O)Nc1ccc(-n2c(=O)c3ccccc3c3ccccc3c2=O)cc1
  1528	1643
78. COC(=O)c1ccc[n+](CC(=O)Nc2ccc(OC(F)F)cc2)c1
  1478	1641
79. Cc1nc2sccn2c(=O)c1CCN1CCC(=C(c2ccccc2)c2ccc(F)cc2)CC1
  1680	1718
80. CN1CCN(C(=S)Nc2cccc(C(F)(F)F)c2)CC1
  1536	1814

Complete entries, looked up by structure. Order of screens: SRC3 TRFRET art | SRC1 TRFRET art
Profile of CC(=O)Nc1ccc(-n2c(=O)c3ccccc3c3ccccc3c2=O)cc1 : 1528 | 1643
Profile of CCOc1ncccc1C(=O)OCC(=O)Nc1ccc(S(=O)(=O)N2CCOCC2)cc1 : 1473 | 1728

Other records:
Sequence of screens – SRC3 TRFRET art	SRC1 TRFRET art
81. CC1CCN(C(=O)C(Cc2ccccc2)n2cccc2)CC1 (centres undefined)
  1535	1818
82. O=C(COC(=O)c1cccs1)Nc1cccc(S(=O)(=O)N2CCOCC2)c1
  1569	1892
83. CC(NC(=O)CN(C)Cc1cccs1)c1ccccc1 (centres undefined)
  1468	2023
84. O=C(NCCN1CCOCC1)c1cc(Sc2ccc(F)cc2F)nc2ccccc12
  1577	1922
85. COc1cccc(/C=C/C(=O)Nc2ccc3[nH]c(=O)[nH]c3c2)c1
  1407	1962
86. Cc1ccc(/C=C(\C#N)C(=O)Nc2ccccn2)o1
  1511	1700
87. OCC1(CCOc2ccccc2)CCN(Cc2cccn2-c2ncccn2)CC1
  1657	1904
88. O=C(CNC(=O)c1ccc(-c2ccccc2)cc1)OCc1c(Cl)cccc1Cl
  1567	1734
89. O=C(O)CCC(=O)NNC(=O)COc1ccc(Cl)cc1Cl
  1394	1732
90. CC(C)(C)OC(=O)NCC(=O)Oc1cc2oc(=O)cc(-c3ccccc3)c2cc1Cl
  1465	1684
91. Cc1ccc(N)c2c1OCCC2=O
  1676	1848
92. CCOC(=O)n1c(=O)n(C)c2ccc(Br)cc21
  1616	1669
93. COc1ccc(S(=O)(=O)N2CCOCC2)cc1NC(=O)CN1CCCCCC1
  1668	1811
94. O=C(O)CCCC(=O)Nc1cccc(C(=O)Nc2ccccc2C(=O)O)c1
  1687	1688
95. CCOC(=O)c1sc(NC(=O)Cn2nnc3sc4c(c3c2=O)CCC(C(C)(C)C)C4)nc1C (centres undefined)
  1544	1679
96. CC(C)(C)NC(=S)NCCc1ccccc1
  1706	2233
97. CN(C(=O)/C=C/c1ccc2c(c1)OCO2)c1ccccc1
  1742	1743
98. Cc1cc(C)c(S(=O)(=O)/N=C2/C=C(SCC(=O)O)C(=O)c3ccccc32)cc1C
  1565	1673
99. CCOc1ccc(NC(=S)NN2C(C)CCCC2C)cc1 (centres undefined)
  1684	2057
100. CCCCN(C)C1=CC2=CC(=C(C#N)C#N)CCC2CC1 (centres undefined)
  1480	1923
101. O=C(Nc1ccc2oc(=O)ccc2c1)c1ccc(-c2ccc(Cl)cc2)o1
  1681	1760
102. CC/C(=N\NC(=S)Nc1ccc(OC)cc1)c1ccc(OC(F)F)cc1
  1698	1883
103. O=C(Nc1cccc(S(=O)(=O)N2CCCCC2)c1)c1ccc2c(c1)OCO2
  1558	1641
104. S=c1[nH]nc([C@@H]2C[C@H]2c2ccccc2)n1-c1ccccc1
  1845	1835
105. Cc1cc(S(=O)(=O)NC2CCCCC2)ccc1OCC(=O)NCC1CCCO1 (centres undefined)
  1693	1905
106. Cc1nnc(-c2cnn(C)c2N)n1Cc1ccc2c(c1)OCO2
  1788	1918
107. COCCNC(=O)C12CC3CC(C1)CC(c1ccccc1)(C3)C2
  1554	2074
108. O=C(O)Cc1cn(Cc2cccc(Cl)c2)c2ccccc12
  1705	1781
109. c1ccc2c(CCNc3ncnc4nc[nH]c34)c[nH]c2c1
  1715	1940
110. COc1ccc(NC(=O)CSc2nnnn2C)cc1
  1474	1754
111. Cc1cccc(NC(=O)c2cc(NC(=O)C3CCCCC3C(=O)O)ccc2N2CCCCC2)c1 (centres undefined)
  1573	1755
112. Cc1ccc(/C=N/NC(=O)CSc2nc3ccccc3c(=O)n2-c2ccccc2C)s1
  1418	1691
113. Cc1ccnc(NC(=O)c2ccc(Cl)c([N+](=O)[O-])c2)c1
  1366	1857
114. CCN(CC)C1CCN(C(=O)CCc2nnc(CCCCc3ccccc3)o2)C1 (centres undefined)
  1794	2144
115. CCN(CC(=O)Nc1ccc2c(c1)OCCO2)Cc1cc(=O)n2ccsc2n1
  1836	1926
116. CC(=O)N1CCc2cc(S(=O)(=O)NCCC(=O)NCCc3ccccc3)ccc21
  1718	1584
117. COC(=O)c1ccccc1C(=O)N1CCCC(CCC(=O)NCc2ccc(F)c(F)c2)C1 (centres undefined)
  1700	1886
118. Cc1ccccc1C(=O)NC1CCN(CC(=O)NCc2ccc(F)cc2)CC1
  1464	1580
119. CC1CCCN(CCOCCOc2ccc(Br)cc2Cl)C1 (centres undefined)
  1558	1591
120. COc1ccc(CNCCC(c2ccccc2)C2CCOC(C)(C)C2)cc1 (centres undefined)
  1379	1633
121. CC(NC(=O)Cn1cc(C(F)(F)F)ccc1=O)c1ccc(F)cc1 (centres undefined)
  1298	1821
122. Cc1ccc(NC(=S)N(CCCN2CCCC2)Cc2cccn2Cc2ccc(Cl)cc2)cc1Cl
  1352	1675
123. CCN(CC)C(=O)C1CCCN(c2ncnc3c2cnn3-c2cccc(C)c2)C1 (centres undefined)
  1503	1800

Among those listed so far, these contain an aryl thioether with sulfur outside any ring.
Sequence of screens – SRC3 TRFRET art	SRC1 TRFRET art
2. Cc1occc1-c1nnc(SCC(=O)Nc2ccccc2)n1C
  1528	1827
84. O=C(NCCN1CCOCC1)c1cc(Sc2ccc(F)cc2F)nc2ccccc12
  1577	1922
110. COc1ccc(NC(=O)CSc2nnnn2C)cc1
  1474	1754
112. Cc1ccc(/C=N/NC(=O)CSc2nc3ccccc3c(=O)n2-c2ccccc2C)s1
  1418	1691

Screening results (PubChem)
